MEX-5 binding = MEX-5 zinc finger RNA-binding disruptors – biochemical, C. elegans, fluorescence polarization, MLPCN library, primary screen; AID 1832, 2009; actives 0.38% (n = 300,000); MEX-5/FITC-TCR2 RNA binding; hits give low values; Zinc finger protein mex-5 (Caenorhabditis elegans), Q9XUB2; activity score (negative = inhibition of binding), % at 10 µM;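 active = inhibition past about -25% in most replicates, and total fluorescence under double the plate's negative control median, limit read from the data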;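 note: 0% = DMSO and -100% = 5 µM competing unlabeled TCR2 RNA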
Target sequence (Q9XUB2 whole entry, looked up): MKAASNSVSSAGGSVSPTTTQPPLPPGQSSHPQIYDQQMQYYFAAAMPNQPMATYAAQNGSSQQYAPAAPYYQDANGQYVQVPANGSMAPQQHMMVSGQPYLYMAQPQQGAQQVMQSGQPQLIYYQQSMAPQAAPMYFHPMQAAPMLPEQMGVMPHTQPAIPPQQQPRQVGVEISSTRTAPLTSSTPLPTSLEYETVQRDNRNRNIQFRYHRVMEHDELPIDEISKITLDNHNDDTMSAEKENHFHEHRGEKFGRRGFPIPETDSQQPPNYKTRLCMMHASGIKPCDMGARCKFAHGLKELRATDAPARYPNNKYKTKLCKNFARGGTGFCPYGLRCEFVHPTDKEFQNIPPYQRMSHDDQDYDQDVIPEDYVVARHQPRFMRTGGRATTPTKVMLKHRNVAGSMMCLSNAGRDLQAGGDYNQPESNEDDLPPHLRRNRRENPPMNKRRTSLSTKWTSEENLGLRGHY
VLA-4 inh = inhibition in human VLA-4 binding assay, primary screen, VLA-4 allosteric modulator project, MLPCN library, flow cytometry, VLA-4 expressing cells; AID 2557, 2010; ligand binding flow cytometry; inhibition, % (about 7 µM as worked out from the volumes in the protocol); Integrin alpha-4 (Homo sapiens), P13612; actives 0.2% (n = 330,000); in the data active = inhibition above about 50%
Fam108B inh = mouse Fam108B serine hydrolase inhibitors, primary screen, counter-screen for RBBP9 inhibitor project, biochemical, fluorescence polarization; recombinant Fam108B, FP-Rh probe fluorescence polarization; inhibition, % at 9.51 µM; actives 0.33% (n = 300,000);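 active = inhibition above the screen mean inhibition plus 3 SD, computed separately per campaign, cut at about 18% in these data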;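 note: inhibitors lower polarization as less probe binds the enzyme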
AGP1 TOR yeast = modulators of AGP1-GFP expression in yeast TOR pathway, primary screen, cell-based, multiplex flow cytometry, S. cerevisiae, MLPCN library; 3 h; GFP as percent of DMSO wells; GFP response vs DMSO, % at 10 µM; actives 0.02% (n = 320,000); AID 2066, 2009;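 active = GFP response relative to DMSO above a set limit, near screen average plus 3 SD, cut at about 150% in these data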;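 note: median GFP channel fluorescence of the gated AGP1 strain per well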
GLD-1 RNA inh = GLD-1/TGE RNA complex disruptors, primary screen, biochemical, fluorescence polarization; Female germline-specific tumor suppressor gld-1 (Caenorhabditis elegans), Q17339; purified GLD-1 + fluorescein TGE RNA; inhibition, % at 5.96 µM; actives 0.44% (n = 320,000);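 active = percent inhibition above a per-plate cutoff, the plate mean of test compounds plus 3 SD, cut at about 30% in these data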;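 note: 0% = DMSO wells with GLD-1 and probe and 100% = wells lacking GLD-1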
Target sequence (Q17339 whole entry, looked up): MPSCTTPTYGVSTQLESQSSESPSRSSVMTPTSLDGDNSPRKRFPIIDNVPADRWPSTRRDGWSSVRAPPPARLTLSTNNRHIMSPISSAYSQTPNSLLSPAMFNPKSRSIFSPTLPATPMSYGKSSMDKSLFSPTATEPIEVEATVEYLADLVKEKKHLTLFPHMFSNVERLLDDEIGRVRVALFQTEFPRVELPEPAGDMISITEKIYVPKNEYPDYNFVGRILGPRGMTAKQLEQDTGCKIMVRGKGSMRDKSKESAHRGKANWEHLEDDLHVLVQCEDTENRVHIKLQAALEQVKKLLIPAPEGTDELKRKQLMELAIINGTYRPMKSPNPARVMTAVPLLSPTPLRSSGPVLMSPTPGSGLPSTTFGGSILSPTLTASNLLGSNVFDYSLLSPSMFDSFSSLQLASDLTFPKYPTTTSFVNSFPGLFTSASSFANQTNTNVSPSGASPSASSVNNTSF
CIT2-GFP yeast = modulators of CIT2-GFP expression in yeast, primary screen, S. cerevisiae, GFP fusion, multiplex flow cytometry, MLPCN library; S. cerevisiae CIT2-GFP strain, 3 h; 100 means same as DMSO wells; actives 0.065% (n = 320,000); GFP response vs DMSO, % at 10 µM;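 active = GFP response relative to DMSO above a set limit, near the screen mean plus 3 SD, cut at about 150% in these data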;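 note: ratio of well median GFP fluorescence to mean of DMSO wells on the plate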
GRK2 inh = compounds blocking aptamer binding on GRK2 – biochemical, human GRK2, bead flow cytometry, HTS, primary screen. Beta-adrenergic receptor kinase 1 (Homo sapiens), P25098. AID 488847, 2010. inhibition of aptamer binding, % at 10 µM. FAM-aptamer displacement from GRK2. actives 0.59% (n = 330,000);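 active = inhibition of aptamer binding above 40%, roughly 3 SD of noise, on plates passing a quality check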;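 note: median bead fluorescence of bound FAM aptamer so fluorescent compounds give negative values; no value below 0 was filed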
Bcl-xL primary = inhibitors of human Bcl-xL, primary screen, biochemical, fluorescence polarization, HTS. inhibition, % at 10.9 µM. GST-Bcl-xL / FITC-Bim BH3 peptide fluorescence polarization. actives 0.7% (n = 320,000);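 active = inhibition above the mean of all tested compounds plus 3 SD, cutoff set per campaign, cut at about 30% in these data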;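 note: 0% = DMSO wells and 100% = unlabeled Bim-BH3 peptide competitor; inhibitors lower millipolarization by displacing the labeled peptide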
MCL1-BIM inh = inhibitors of MCL1 binding to BIM-BH3, primary screen, biochemical, fluorescence polarization; Induced myeloid leukemia cell differentiation protein Mcl-1 (Homo sapiens), Q07820; GST-MCL1 / FITC-Bim-BH3 fluorescence polarization; inhibition, % at 10.9 µM; actives 0.68% (n = 320,000); AID 2057, 2009;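 active = inhibition above the mean inhibition of all tested compounds plus 3 SD, set per campaign, cut at about 40% in these data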;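 note: 0% = DMSO wells and 100% = unlabeled Bim-BH3 peptide control; higher means more loss of mP so more displacement of Bim peptide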
* marks the source's active call; other numbers are inactive results; / = no result given. Rows are unselected. Share with any hit: about 2.2%.

SMILES	MEX-5 binding	VLA-4 inh	Fam108B inh	AGP1 TOR yeast	GLD-1 RNA inh	CIT2-GFP yeast	GRK2 inh	Bcl-xL primary	MCL1-BIM inh
CCN(CC(=O)NCc1ccc(F)cc1)C(=O)COc1ccccc1[N+](=O)[O-]	/	5	/	99	5	92	13	/	/
COc1ccc(CN2CCN(CC=C(C)C)C(CCO)C2)cc1Cn1cncn1 (centres undefined)	4.4	8	3	98	1	102	1	-3	-3
CCN(CC)CCN(C(=O)c1ccc(C(=O)c2ccccc2)cc1)c1nc2cc3c(cc2s1)OCO3	1.0	0	-3	114	-3	106	0	3	12
CCOC(=O)c1[nH]c2ccccc2c1NC(=S)Nc1ccccc1	-3.1	-9	-3	102	3	101	4	6	3
Cn1cccc1CC(=O)N/N=C/c1cccc2ccccc12	1.3	0	-4	95	36*	/	0	46*	37
CCCCNC(=O)c1ccc(CS(=O)(=O)c2ccc(C)cc2)o1	-1.7	0	7	93	1	95	0	14	18
O=C(CSCC(=O)N1CCOCC1)Nc1nc(-c2ccc3c(c2)OCO3)cs1	-1.4	15	2	95	7	93	1	0	3
CC1(C)O[C@@H]2[C@H](O1)[C@@H](COS(=O)(=O)O)O[C@H]2n1ccc(=O)[nH]c1=O	/	0	/	107	4	100	0	0	8
Cc1ccccc1-n1c(SCC(=O)N2CCN(c3ccccc3)CC2)nnc1-c1ccncc1	0.5	50*	-3	97	-1	95	2	0	0
Cc1cccc(C)c1-n1c(C)cc(/C=N\NC(=O)CC(=O)NC2CCCCC2)c1C	-0.1	20	4	92	6	91	0	-1	3
O=C(Cn1nc(Cc2cccnc2)c2ccccc2c1=O)N1CCN(C(=O)c2ccco2)CC1	-0.1	-16	0	114	7	109	2	-5	-9
CCOC(=O)CCCc1c[nH]c2ccccc12	4.2	9	2	95	-3	86	1	-1	-1
COc1cccc(SCC(=O)N2CCN(c3ccccc3)CC2)c1	-0.4	3	-3	100	11	90	0	-4	-1
Cc1ccc(NC(=O)c2cnc(SCC(=O)c3ccccc3)n(C)c2=O)cc1	-1.9	5	1	98	-1	88	0	3	8
COC(=O)c1ccc(N2CCN(c3ccccc3)CC2)c(NC(=O)C2CC2)c1	0.9	5	1	104	1	106	0	4	-4
CCn1cc(C(=O)NCCCN2CCC(C)CC2)c(=O)c2cc(S(=O)(=O)N3CCOCC3)ccc21	-1.0	29	2	100	-3	98	3	7	1
NCCCC(N)(C(=O)O)C(F)F (centres undefined)	2.2	14	-3	93	3	87	0	1	-1
CCCn1c2ccccc2c2nnc(SCC(=O)OCC)nc21	-3.1	-1	3	110	3	97	2	2	1
CCn1c(-c2ccccc2)c(C(=O)O)c2ccccc21	/	8	-3	110	8	111	3	-1	5
CSc1ccc(-c2nnn(Cc3ccccn3)n2)cc1	0.7	11	0	92	-4	88	0	4	9
COc1ccc(C(=O)N2CCN(S(=O)(=O)c3ccc(F)cc3)CC2)cc1OC	0.1	0	2	103	-6	102	2	-5	-2
C=CCn1c(Cc2ccc(OC)cc2)nnc1SCC(=O)c1cccc([N+](=O)[O-])c1	2.1	-19	5	103	4	104	0	0	-4
Nn1c(COc2ccccc2)nnc1SCC(=O)O	0.5	6	-1	99	2	104	0	-4	4
CCOc1ccc(Cn2c(=O)oc3ccccc32)cc1	1.5	8	/	93	/	103	0	/	/

As a working copy, some entries already given:
SMILES	MEX-5 binding	VLA-4 inh	Fam108B inh	AGP1 TOR yeast	GLD-1 RNA inh	CIT2-GFP yeast	GRK2 inh	Bcl-xL primary	MCL1-BIM inh
NCCCC(N)(C(=O)O)C(F)F (centres undefined)	2.2	14	-3	93	3	87	0	1	-1
CCCn1c2ccccc2c2nnc(SCC(=O)OCC)nc21	-3.1	-1	3	110	3	97	2	2	1
CCn1c(-c2ccccc2)c(C(=O)O)c2ccccc21	/	8	-3	110	8	111	3	-1	5
CSc1ccc(-c2nnn(Cc3ccccn3)n2)cc1	0.7	11	0	92	-4	88	0	4	9

Other entries.
SMILES	MEX-5 binding	VLA-4 inh	Fam108B inh	AGP1 TOR yeast	GLD-1 RNA inh	CIT2-GFP yeast	GRK2 inh	Bcl-xL primary	MCL1-BIM inh
NC(=S)NNC(=O)[C@@H]1CCCC[C@@H]1C(=O)O	1.4	16	2	95	2	97	7	8	14
COc1cc(O)c(C(CCN2CCN(c3ccccc3)CC2)c2ccc(N(C)C)cc2)c(OC)c1 (centres undefined)	2.9	0	4	101	7	101	0	-1	-10
O=C(CSc1nnnn1Cc1ccccc1)NCC(=O)c1ccccc1	3.0	10	-3	114	-5	100	0	1	-1
O=C(C(Cl)c1ccccc1)N1CCCC1 (centres undefined)	-3.1	5	4	99	-1	101	1	4	4
CC(C)(C)SCCNC(=O)/C=C/c1cccc([N+](=O)[O-])c1	-1.6	26	3	96	5	100	0	7	15
CCOC(=O)c1c(NC(=O)c2cccs2)sc(C(=O)N2CCOCC2)c1C	-0.3	-2	-4	101	0	97	2	2	3
O=C(Nc1nc2ccccc2[nH]1)C1CCCC1	-2.6	2	9	112	-2	110	1	7	3
c1ccc(Cn2ccnc2SCc2nnc(-c3ccccc3)o2)cc1	0.4	7	-1	104	0	98	3	-2	-4
O=C([C@H](Cc1ccc(O)cc1)n1cc(CCO)nn1)N1CCNCC1	-0.6	22	-7	106	5	98	0	6	4
CCCNC(=O)CCc1nnc2ccc(N3CCC(C)CC3)nn12	-1.3	13	3	106	-4	110	0	2	0
COc1ccc(NC(=O)c2cc(-c3cc(OC)c(OC)c(OC)c3)nc3ccccc23)c(OC)c1	-0.1	-9	-5	110	7	108	1	2	6
O=C(CSc1nc2ccccc2c2nc3ccccc3n12)NCc1ccco1	1.8	-1	-26	100	-14	102	2	0	16
COc1ccccc1C(=O)NNC(=O)c1ccc(Br)o1	-1.6	-2	-2	102	7	107	5	2	6
O=C(NCC(c1ccco1)N1CCOCC1)c1cccc([N+](=O)[O-])c1 (centres undefined)	0.0	-6	-6	90	0	87	1	0	7
COc1cccc(/C=C2/Sc3ccc(C(=O)NCCN4CCCC4)cc3NC2=O)c1	-4.7	9	-1	97	-3	98	0	-1	0
O=C(Cc1ccccc1)NC1(O)C(=O)c2ccccc2C1=O	3.6	5	3	105	-4	102	0	-4	-8
OC(CN1CCN(c2ccccn2)CC1)Cn1c2ccc(Cl)cc2c2cc(Cl)ccc21 (centres undefined)	2.0	0	-13	97	4	100	2	6	-3
COc1ccc(CNC(=O)[C@@H]2CC=C[C@@H]3CCN(C4CC4)C(=O)[C@@H]32)cc1	-2.1	-2	0	89	2	97	1	7	1
CCN(CC)S(=O)(=O)c1ccc(C(=O)Nc2ccc(C(F)(F)F)n(C)c2=O)cc1	-1.3	6	-3	96	5	94	0	5	5
COc1ccc(N=c2oc3cc(O)ccc3cc2C(=O)NCC2CCCO2)cc1 (centres undefined)	3.0	-4	4	106	5	107	0	7	2
CC1=CC(C)(C)N(C(=O)CSc2nnc(C)s2)c2ccc(C)cc21	2.1	19	-4	99	8	90	1	-2	-5
CCOC(=O)C(Cc1ccccc1)NC(=O)Cn1nnc(-c2ccccc2)n1 (centres undefined)	-1.4	6	0	79	-4	97	0	-2	-4
O=C(NCCC1=CCCCC1)C1CCCN(S(=O)(=O)c2cccc3cccnc23)C1 (centres undefined)	-0.3	28	-4	102	0	95	0	1	3
O=C(NCCN1CCOCC1)c1ccccc1Cl	2.3	4	/	96	/	104	0	/	/
CCCCOCCCNC1=NCCCCC1	0.8	-1	-1	97	-4	99	1	2	2
O=C1OCC(CO)(CO)N=C1NNc1ccc(Cl)c(Cl)c1	2.1	4	-1	93	3	128	0	26	3
C/C(=N/NC(=O)c1ccncc1)C1=C(O)CC(C)(C)CC1=O	1.9	0	-2	78	-6	93	1	-1	4
Cc1cccc(NC(=O)Cn2cc(C(=O)c3ccco3)c3ccccc32)c1	0.5	-4	-1	97	12	105	0	4	5
Cc1ccccc1NC(=O)COC(=O)CCc1c[nH]c2ccccc12	/	18	/	94	10	91	1	2	1
COc1ccc(NC(=O)CSc2ccc(-c3cccs3)nn2)c(OC)c1	-2.5	15	7	105	2	101	0	2	0
O=C(Nc1cccc([N+](=O)[O-])c1)c1ccc(CSc2ccccc2)cc1	-0.3	28	0	103	7	95	3	4	4
Cc1ccc(OCC(=O)N/N=C\c2ccc(O)cc2)c([N+](=O)[O-])c1	-0.6	-1	-3	98	-4	97	2	-5	-6
COc1cc(/C=C/C(=O)N2CCCN(C(=O)/C=C/c3cc(OC)c(OC)c(OC)c3)CC2)cc(OC)c1OC	0.0	7	-2	98	9	104	1	8	0
Cc1cc(N2CCN(C)CC2)n2cc(-c3ccc(F)cc3)nc2n1	-0.1	-8	0	101	7	101	0	-1	-8
O=C(Cc1ccc(F)cc1)Nc1ccc(S(=O)(=O)N2CCCC2)cc1	1.8	8	3	102	1	100	1	-11	-12
C/C(=N\Nc1ncc(Cl)cc1Cl)c1ccc(C#N)cc1	1.4	3	0	91	6	107	3	-1	1
COc1ccc(Cl)cc1NC(=O)CN(C)C(=O)CN1C(=O)NC(C)(C)C1=O	/	5	/	106	9	105	0	2	1
CCCCn1nnc(NC(=O)c2sc3cc(Cl)ccc3c2Cl)n1	-2.4	3	-2	104	1	93	0	3	8
CCN(CC)S(=O)(=O)c1cc(C(=O)c2nccn2C)ccc1Cl	-0.9	8	0	98	3	101	4	0	5
O=C(c1cc2c([nH]c1=O)CCCC2)N1CCc2c([nH]c3ccccc23)C1c1ccccc1F (centres undefined)	-1.8	3	-2	90	2	94	5	2	-9
Cc1c(C)c2ccc(OCC(=O)NCCCN3CCCC3=O)cc2oc1=O	-2.4	-7	5	102	3	95	1	4	2
COc1ccc(Cn2nnnc2C(c2cc3cc(C)ccc3[nH]c2=O)N2CCN(C)CC2)cc1 (centres undefined)	-0.5	0	-1	100	12	93	6	0	-1
O=C(N/N=C/c1ccc(OC(F)F)cc1OC(F)F)NC1CCCCC1	0.5	-11	-4	105	6	91	2	6	3
COCCNC(=O)C(c1cccnc1)N(Cc1ccc(C)cc1)C(=O)Cn1nnc2ccccc21 (centres undefined)	-0.9	9	-1	85	4	107	6	7	-1
CCc1cccc(C)c1NC(=O)CCN1C(=O)NC(C)(C)C1=O	/	-3	/	95	2	88	1	-9	-13
CC(C)c1ccc(/C=N/N2CCN(c3ccccn3)CC2)cc1	-0.6	6	3	104	11	97	1	6	2
OC1(c2cccs2)CN(c2ccc(Cl)cc2)C2=[N+]1CCCC2 (centres undefined)	-3.1	-2	3	106	-4	99	3	1	-4
COc1ccc(OC)c(NC(=O)CN2C(=O)C(=O)N(Cc3ccccc3)C2=O)c1	/	19	/	101	6	108	0	1	2
CCC(C)C(=O)Nc1ccc(S(=O)(=O)N2CCCC2)cc1 (centres undefined)	0.9	13	-3	100	8	108	1	0	11

Screening data as filed in PubChem BioAssay.
